Screening data as filed in PubChem BioAssay.
PGK inhibitor: qHTS Assay to Find Inhibitors of Phosphoglycerate Kinase; Phosphoglycerate kinase, glycosomal (Trypanosoma brucei brucei), P07378; PGK/GAPDH coupled, Kinase-Glo luminescence, 60 min; Potency, µM (highest dose often 57.5 µM), for the others: top-dose activity change, negative = inhibition, usual class: inhibitors; actives 0.043% (n = 380,000); AID 602233, 2012; also: potency is read from the fitted curve at half-maximal effect; % is scaled to controls: 0 for no effect and ±100 for the full control effect; nearly all actives have a fitted effect of over 60% in size
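Recombinant glycosomal PGK reaction used 1,3-bisphosphoglycerate generated in-well by GAPDH (100nM final) in 100mM TEA pH 7.6, 5mM MgCl2, 0.01% Tween-20. After 60 minutes at room temperature, ATP was read by Kinase-Glo Plus luminescence end-point.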
JMJD2A Tudor: qHTS Assay for Inhibitors of JMJD2A-Tudor Domain. AlphaScreen JMJD2A-Tudor / H3K4me3 peptide binding. Potency, µM (top dose mostly 114 µM), for the others: top-dose activity change, negative = inhibition, usual class: inhibitors. actives 4.4% (n = 390,000). AID 504339, 2011; also: potency is read from the fitted curve at half-maximal effect; % is scaled to controls: 0 for no effect and ±100 for the full control effect; nearly all actives have a fitted effect of over 50% in size
Target sequence (O75164 whole entry, looked up, the tested form may be a part): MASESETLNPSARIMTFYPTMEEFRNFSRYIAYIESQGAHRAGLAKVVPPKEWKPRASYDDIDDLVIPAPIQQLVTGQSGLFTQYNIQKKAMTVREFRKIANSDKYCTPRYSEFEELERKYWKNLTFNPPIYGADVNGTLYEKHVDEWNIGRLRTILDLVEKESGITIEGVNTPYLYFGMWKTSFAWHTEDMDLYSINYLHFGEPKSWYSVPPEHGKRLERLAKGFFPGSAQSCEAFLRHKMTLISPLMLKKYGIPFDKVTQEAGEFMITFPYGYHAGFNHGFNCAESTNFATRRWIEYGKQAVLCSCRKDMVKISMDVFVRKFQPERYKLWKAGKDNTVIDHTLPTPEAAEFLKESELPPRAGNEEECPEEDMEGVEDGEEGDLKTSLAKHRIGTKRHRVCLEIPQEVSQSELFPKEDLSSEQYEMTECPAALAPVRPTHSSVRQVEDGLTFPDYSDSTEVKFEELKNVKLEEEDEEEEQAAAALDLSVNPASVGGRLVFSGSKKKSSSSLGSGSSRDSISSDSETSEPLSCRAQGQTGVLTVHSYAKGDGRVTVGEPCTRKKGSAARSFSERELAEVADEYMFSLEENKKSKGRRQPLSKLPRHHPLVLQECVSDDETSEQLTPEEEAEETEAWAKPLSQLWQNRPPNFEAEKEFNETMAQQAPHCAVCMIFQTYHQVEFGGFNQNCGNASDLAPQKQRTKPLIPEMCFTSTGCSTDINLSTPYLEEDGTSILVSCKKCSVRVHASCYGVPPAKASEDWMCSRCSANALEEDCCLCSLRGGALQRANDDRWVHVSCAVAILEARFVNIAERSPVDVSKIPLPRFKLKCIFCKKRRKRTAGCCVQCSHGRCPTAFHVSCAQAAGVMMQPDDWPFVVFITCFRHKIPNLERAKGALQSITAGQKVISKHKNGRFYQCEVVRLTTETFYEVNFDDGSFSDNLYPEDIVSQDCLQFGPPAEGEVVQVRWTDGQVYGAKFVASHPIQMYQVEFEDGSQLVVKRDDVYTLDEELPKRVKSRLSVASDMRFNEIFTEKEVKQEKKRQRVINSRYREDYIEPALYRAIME
HP1b chromo inh: HTS for Inhibitors of HP1-beta Chromodomain Interactions with Methylated Histone Tails | Chromobox protein homolog 1 (Homo sapiens), P83916 | AlphaScreen HP1-beta / biotin-H3K9me3 peptide binding | Potency, µM (doses to about 114 µM), inactives show top-dose activity change, negative = inhibition, most hits filed as inhibitors | actives 0.56% (n = 390,000); also: potency is read from the fitted curve at half-maximal effect; nearly all actives have a fitted effect of over 70% in size; inactives centre near 23
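HP1-beta protein (50 nM final) preincubated 30 min at room temperature with biotinylated H3(1-18)K9me3 peptide (50 nM) in PBS pH 7.4, 0.01% Tween-20, then compound added for 30 min. AlphaScreen streptavidin donor/nickel chelate acceptor beads (10 ug/mL final), 30 min dark, luminescence read.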
Pin1 inh: qHTS Assay to Find Inhibitors of Pin1; Pin1 FP peptide displacement, HiFluor488, 10 min; AID 504891, 2011; actives 0.009% (n = 390,000); Potency, µM (top dose mostly 115 µM), inactives show top-dose activity, negative = inhibition, usual class: inhibitors; active = well fitted inhibition curve with a large enough effect in the polarisation, with a control signal flat, not every such curve was filed as active; inconclusive = small, poorly fitted or top-dose-only effect, or effect the other way, or a change in a side signal; inactive = no such curve, though single readings can be large or run the other way; the % refers to the polarisation; also: potency is read from the fitted curve at half-maximal effect; % is scaled to controls: 0 for no effect and ±100 for the full control effect
BAZ2B inh: qHTS Assay for Inhibitors of BAZ2B; Bromodomain adjacent to zinc finger domain protein 2B (Homo sapiens), Q9UIF8; AlphaScreen BAZ2B-H3K14Ac peptide displacement; Potency, µM (series often up to 114 µM), for inactives: top-dose activity change, negative = inhibition, hits mostly inhibitors; actives 4.4% (n = 360,000); also: potency is read from the fitted curve at half-maximal effect; % is scaled to controls: 0 for no effect and ±100 for the full control effect; nearly all actives have a fitted effect of over 60% in size
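BAZ2B (50 nM) with biotin-H3(5-23)K14Ac peptide (50 nM) in PBS pH 7.4, 0.01% Tween-20, preformed 30 min, then compound 30 min at room temperature; top concentration 110uM. AlphaScreen streptavidin donor/nickel chelate acceptor beads (10 ug/mL final), 20 min dark, signal read.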
POLH inh: qHTS for Inhibitors of Polymerase Eta | DNA polymerase eta (Homo sapiens), Q9Y253 | recombinant Pol eta, fluorescent DNA replication assay | Potency, µM (series often up to 114 µM), without a hit: at the highest dose activity change, negative = inhibition, hits mostly inhibitors | actives 1.2% (n = 390,000); also: potency is read from the fitted curve at half-maximal effect; % is scaled to controls: 0 for no effect and ±100 for the full control effect
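Pol eta at 10 nM preincubated with compounds 15 min at room temperature; reaction started with fluorescent substrate (50 nM final) and read kinetically at 0 and 10 min.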
PI4K2A inh: qHTS for small molecular inhibitors of PI4K2A. Phosphatidylinositol 4-kinase type 2-alpha (Homo sapiens), Q9BTU6. purified PI4K2A, ADP-Glo luminescence, 1 h; hits give low values. activity change, negative = inhibition, % at 76.9 µM. actives 0.13% (n = 420,000); in the data active = activity change below about -50%; inconclusive = mostly about -30% to -49%;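 also: -100% = wells without enzyme as full effect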
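In this quantitative HTS, ADP production by PI4K2A was quantified luminescently after 1 h at ambient temperature; 100 microM adenosine served as plate-quality control.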
GLS inh: qHTS for Inhibitors of Glutaminase (GLS); GLS enzymatic activity, qHTS titration; Potency, µM (titrated, usually from 45.5 µM), inactives show at the highest dose activity change, negative = inhibition, most hits filed as inhibitors; actives 0.21% (n = 410,000); AID 624170, 2012; also: potency is read from the fitted curve at half-maximal effect; % is scaled to controls: 0 for no effect and ±100 for the full control effect
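Glutamate formation by hKGA was monitored fluorometrically using coupled glutamate oxidase, HRP and Amplex Red. Substrate was added as 1 mM L-glutamine solution; incubation was 30 min at RT after an initial read.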
G9a block: qHTS Assay for Inhibitors of Histone Lysine Methyltransferase G9a. Histone-lysine N-methyltransferase EHMT2 (Homo sapiens), Q96KQ7. G9a H3K9 monomethylation, AlphaScreen, 2 h. Potency, µM (series often up to 102 µM), without a hit: at the highest dose activity, negative = inhibition, actives largely listed as inhibitors. actives 8.8% (n = 350,000); also: potency is read from the fitted curve at half-maximal effect; % is scaled to controls: 0 for no effect and ±100 for the full control effect; nearly all actives have a fitted effect of over 75% in size
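G9a (20 nM) was preincubated 15 min with compound, then reacted 2 h at room temperature with 500 nM biotin-H3K9 peptide and 20 µM SAM. Monomethyl-H3K9 detected by AlphaScreen using anti-H3K9me1 antibody.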
Starred values were filed as active, the others as inactive; i = inactive; ? = inconclusive; / = no result given; & = joins results of further samples; [ ] = remark or other dose. Unless noted, calls follow the shape of the dose curve; as a rule, active = well fitted curve in the direction sought with a large enough effect; inconclusive = small, poorly fitted or top-dose-only effect, or another doubt; inactive = no such curve, though single readings can be large; an effect the other way counts as inactive or inconclusive. Not all compounds are listed; count on the stated rates, not on these rows.

SMILES | PGK inhibitor | JMJD2A Tudor | HP1b chromo inh | Pin1 inh | BAZ2B inh | POLH inh | PI4K2A inh | GLS inh | G9a block
COCCOC(=O)C1=C(C)NC(C)=C(C(=O)OCCOC)C1/C=C/c1ccccc1OC | -9.5% | -10.3% | 20.6% | -1.1% | 6.6% | -6.5% | -2.4 | 2.8% | 45.6%
COc1ccccc1C1C(C(N)=O)=C(C)Nc2ncnn21 (stereo not drawn) | -8.3% | -9.5% | 26.2% | -6.9% | -1.0% | 1.4% | -5.1 | 20.5% | 14.3%[12.7 µM]
Cc1nn(CC(=O)N2CCN(c3cccc(C(F)(F)F)c3)CC2)c(=O)c2cccn12 | 0.0% | -6.8%&-8.6% | 24.8%&42.7% | 1.3%&5.0% | -25.7%&-3.5% | -2.9%&-9.7% | 0.3&-1.4 | -2.7%&6.6% | 6.0%&-45.0%[59 µM]
O=C(Nc1ccc(-c2cn3ccccc3n2)cc1)c1cccs1 | i | ? | -3.8% | 12.6% | -23.9% | ? | -6.5 | -1.0% | ?
CC(C)CNC(=O)CN1C(=O)NC2(CCCc3ccccc32)C1=O (stereo not drawn) | -8.5% | -8.1% | 14.8% | -12.1% | 2.9% | -16.2% | -6.2 | -8.7% | 16.7%
CCC1=Nc2cc(C(=O)NCc3ccco3)ccc2Sc2ccccc21 | -1.5% | ? | -9.5% | 11.6% | ? | -7.0% | 3.8 | -11.4% | ?
NNC(=O)/C(=C\c1cccs1)NC(=O)c1ccccc1 | i | -7.8% | 38.4% | 1.4% | -25.7% | -17.8% | -1.7 | 16.9% | 8.5%[59 µM]
COc1cccc(NC(=O)CN(C)CC(=O)Nc2ccc(Cl)cc2[N+](=O)[O-])c1 | 3.6% | ? | ? | 2.0% | 50.1µM* | ? | 3.6 | -6.3% | 39.8µM*
NS(=O)(=O)c1ccc(CCNC(=O)c2cc(-c3cc(Cl)ccc3O)n[nH]2)cc1 | 6.7% | -8.9% | 35.4% | ? | -1.9% | 1.3% | 2.3 | 9.0% | 11.6%
S=C(NC1CCCCCC1)NC1CCCC1 | -19.3% | -11.2% | 0.2% | 1.1% | -6.2% | -17.5% | 11.1 | -2.7% | -2.0%
COc1ccc(/C=C2\SC(=S)N(CC(=O)NC3CCS(=O)(=O)C3)C2=O)cc1 (stereo not drawn) | -0.8% | -6.2% | 45.1%[activator] | 1.6% | -17.4% | -3.1% | -7.5 | -1.5% | 5.7%
CCN(C[C@H]1N[C@@](C)(C(=O)OC)[C@H]2C(=O)N(C)C(=O)[C@@H]12)C(=O)Nc1ccc(OC)cc1 | 0.2% | -23.3% | 14.2% | -18.0% | / | -3.6% | -1.4 | -11.1% | /
COc1cc(S(=O)(=O)N2CCOCC2)ccc1NC(=O)CSc1nnc(N)s1 | 13.7% | 5.1% | 42.8% | 6.6% | 2.6% | -14.7% | -1.0 | 1.1% | 44.7µM*
COC(=O)c1[nH]c2cccc(C)c2c1NC(=O)CN1CCN(C(=O)c2ccco2)CC1 | -6.8% | -15.1% | 9.9% | -3.9% | / | -3.8% | 4.2 | 12.5% | -48.0%[59 µM]
CCOCCOCCC(C(=O)OCC)P(=O)(c1ccccc1)c1ccccc1 (stereo not drawn) | -9.1% | -6.5% | 34.3% | -3.1% | 9.2% | -7.6% | 3.1 | 5.4% | 12.9%[59 µM]
Cc1ccccc1Nc1nc(N)nc(COC(=O)[C@@H](NC(=O)c2ccco2)C(C)C)n1 | -2.2% | -9.7% | 41.4%[activator] | -4.6% | / | -9.7% | 11.4 | 0.5% | /
CC(C)(C)C(=O)/C=C1\SCC(=O)N1CC(=O)N1CCN(c2ccccc2)CC1 | -6.6% | -15.6% | 35.0% | -1.6% | / | -4.3% | -4.1 | 15.9% | /
O=C(NCC(=O)N(c1cccnc1)C(C(=O)NCc1ccco1)c1ccccc1)c1ccco1 (stereo not drawn) | 0.2% | -14.5%[57.1 µM] | 50.5%[activator] | -1.8% | -3.4% | 5.9% | 3.1 | 5.5% | 16.7%[59 µM]
COC(=O)c1ccc(Oc2nc(NC(C)C)nc(NC(C)C)n2)cc1 | -3.7% | -23.8% | 13.0% | -1.8% | -17.5% | -20.3% | 5.2 | -5.2% | 2.6%[12.7 µM]
O=C(Oc1ccc(C(=S)N2CCOCC2)cc1)c1cccc([N+](=O)[O-])c1 | 1.7% | -8.8% | -22.1% | -18.6% | -28.7% | -0.1% | 0.2 | 0.6% | 22.4µM*
COc1ccccc1NC(=O)C1=C(C)Nc2ncnn2C1c1cccs1 (stereo not drawn) | 2.5% | -3.2% | 32.4% | 1.2% | 1.6% | -2.6% | -19.0 | 30.9% | 28.4%[59 µM]
C/C(=N\NC(=S)NC1CCCCC1)c1cccc(Br)c1 | -2.1% | -27.1% | 11.8% | 0.9% | 6.9% | -16.9% | 0.0 | -6.3% | 10.8%
CCOc1ncccc1C(=O)Nc1ccc(C)c(S(=O)(=O)N2CCCCCC2)c1 | i | 20µM* | 45.9%[activator] | 2.3% | 0.3% | -11.3% | 5.5 | -3.8% | 11.7%[59 µM]
CCCCC1(C)OC(=O)C(=Cc2ccc(SC)cc2)C(=O)O1 (stereo not drawn) | 1.8% | 2.4% | 29.2% | ? | -3.5% | -7.8% | -1.8 | 28.8% | -1.4%[59 µM]
Cc1occc1C(=O)NCc1ccc2c(c1)OCO2 | 2.3% | -29.2% | 6.3% | -4.6% | -4.5% | ? | -3.5 | -0.4% | 11.0%[12.7 µM]

3 records drawn at random from those above, as already listed:
SMILES | PGK inhibitor | JMJD2A Tudor | HP1b chromo inh | Pin1 inh | BAZ2B inh | POLH inh | PI4K2A inh | GLS inh | G9a block
CCOCCOCCC(C(=O)OCC)P(=O)(c1ccccc1)c1ccccc1 (stereo not drawn) | -9.1% | -6.5% | 34.3% | -3.1% | 9.2% | -7.6% | 3.1 | 5.4% | 12.9%[59 µM]
COc1ccccc1C1C(C(N)=O)=C(C)Nc2ncnn21 (stereo not drawn) | -8.3% | -9.5% | 26.2% | -6.9% | -1.0% | 1.4% | -5.1 | 20.5% | 14.3%[12.7 µM]
S=C(NC1CCCCCC1)NC1CCCC1 | -19.3% | -11.2% | 0.2% | 1.1% | -6.2% | -17.5% | 11.1 | -2.7% | -2.0%

Additional results.
SMILES | PGK inhibitor | JMJD2A Tudor | HP1b chromo inh | Pin1 inh | BAZ2B inh | POLH inh | PI4K2A inh | GLS inh | G9a block
O=C(Nc1cc(Cl)cc(Cl)c1)c1ccc(F)c(S(=O)(=O)NC2CCCC2)c1 | -3.8% | -20.8% | 35.3% | -5.1% | -0.1% | -3.8% | -2.7 | 1.4% | 0.1%[59 µM]
COc1ccc(OCCSc2ncccn2)cc1 | -0.6% | 0.0% | 11.3% | -5.4% | 4.1% | -9.8% | -7.4 | 13.6% | 8.0%[12.7 µM]
COc1ccc(Cl)cc1NS(=O)(=O)c1cccc(C(=O)NC2CC2)c1 | -7.5% | 3.0% | 14.7% | -2.3% | / | -6.1% | 2.2 | 11.8% | /
O=C(Cc1cccs1)N1CCN(C(=O)C2CCCO2)CC1 (stereo not drawn) | 0.4% | -6.7% | 21.5% | -11.0% | -1.9% | -16.9% | -1.6 | -4.8% | -40.0%[12.7 µM]
CC1(C)Cc2sc3c(=O)[nH]c(=S)[nH]c3c2CO1 | -0.2% | ? | 24.3% | 4.0% | ? | 1.8% | 3.0 | -25.1% | /
CCN(CC)CCCNC(=O)C1c2ccccc2C(=O)N(CCOC)C1c1ccc(F)cc1 (stereo not drawn) | -15.4% | -3.6% | 30.5% | -0.1% | 4.0% | -20.7% | -5.5 | -7.5% | -2.8%
COc1ccc(C(=O)NC2CCN(S(=O)(=O)c3ccccc3)CC2)cc1 | -5.0% | -0.7% | 31.6% | 1.7% | 0.7% | -4.5% | 1.3 | -1.3% | 40.2%[activator]
COc1ccc(-c2nn(-c3ccc(F)cc3)c3c2cnc2cc4c(cc23)OCO4)cc1 | -0.6% | -9.6% | 38.2% | -5.6% | -1.7% | -11.4% | -2.2 | 6.3% | 40.2%[59 µM]
Cc1ccccc1Cn1nc(C)c(NC(=O)c2noc3c2CC(C(C)(C)C)CC3)c1C (stereo not drawn) | 4.5% | -19.2% | 11.9% | 2.7% | -22.3% | -25.5% | 0.5 | 0.7% | /
CCOC(=O)C1=C(N)N(c2ccccc2Oc2ccccc2)C(=O)C1 | -8.6% | -11.6% | 14.4% | -3.4% | 9.5% | -12.8% | 1.5 | -3.8% | 18.1%[59 µM]
Cc1cc(OCc2cc(C(=O)NCc3csc(C(C)C)n3)no2)cc(C)c1Cl | i | 8.8% | 34.9% | -12.3% | -0.5% | -21.5% | -1.2 | -6.0% | ?
Cc1csc(NC(=O)CSC2=NS(=O)(=O)c3ccccc3N2)n1 | -4.3% | -13.1% | 17.4% | -4.1% | -8.4% | -15.9% | 4.4 | 9.1% | ?
CN(CC(=O)Nc1ccccc1Cl)CC(=O)Nc1sc2c(c1C(N)=O)CCC2 | i | -35.4% | -9.1% | 20.4% | -11.7% | -4.9% | -4.3 | 6.3% | 64.3%[activator][2.33 µM]
